Rac1 GTP hydrolysis – MgcRacGAP GTPase-activating activity inhibitors, confirmation, biochemical, ADP Hunter fluorescence; MgcRacGAP-stimulated Rac1 GTP hydrolysis, ADP Hunter fluorescence; higher % means a stronger effect; GST-tagged Rac1 F28L mutant substrate; inhibition, % at 30 µM; hits with a dose series show IC50 in µM; actives 0.6% (n = 340,000); AID 624330;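 active = first-screen hits whose inhibition reached a set limit at any dose in the follow-up dose series; inconclusive = inhibition above the set first-screen limit but never retested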;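 note: fluorescence reports GDP produced by GAP-driven GTP hydrolysis; strong numbers were not always called active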
HIV peptide binding – inhibitors of HIV fusion peptide binding, primary screen, biochemical, uHTS, fluorescence dequenching (AID 1986); actives 0.3% (n = 290,000); cell-free peptide binding, fluorescence dequenching, 30 min; higher % means a stronger effect; one-dose inhibition, % at 20 µM; IC50 in µM for titrated hits; in the data active = inhibition mostly above about 52%, no sharp cut-off; inactive = mostly below about 76%; note: some results filed as inactive read as strong as hits
Siah-1 displacement – Siah-1 peptide-binding antagonists, primary screen, biochemical, fluorescence polarization, rhodamine-plectin, uHTS (AID 1817); actives 0.02% (n = 290,000); Siah-1 / rhodamine-plectin peptide fluorescence polarization; higher % means a stronger effect; one-dose displacement, % at 20 µM; IC50 in µM for titrated hits;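 active = displacement of at least 50% at 20 µM, with a fluorescence ratio check between 0.3 and a set limit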;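 note: plate controls were Siah plus tracer with DMSO for no effect and tracer alone without Siah for full effect; strong numbers were not always called active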
GPR35 antagonists – GPR35 antagonists blocking zaprinast-driven arrestin recruitment, primary screen, imaging, U2OS, beta-arrestin-GFP, zaprinast agonist (AID 2058); U2OS GPR35 beta-arrestin-GFP translocation imaging, zaprinast antagonism; higher % means a stronger effect; actives 0.052% (n = 290,000); one-dose inhibition, % at 10 µM; IC50 in µM for titrated hits;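 active = inhibition of at least 50% with at least 30 cells and total cytoplasm GFP at most 10,000,000; inconclusive = under 30 cells or total GFP of 10,000,000 plus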
PhoP inhibition – inhibitors of PhoP regulon expression, primary screen, Salmonella Typhimurium, GFP reporter (AID 1863); S. Typhimurium PhoP-regulated promoter GFP reporter, 4 h; higher % means a stronger effect; one-dose inhibition, % at 50 µM; IC50 in µM for titrated hits; actives 0.16% (n = 300,000);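 active = inhibition over 29.93%, a cutoff 3 SD above the screen mean, later confirmed by dose response; inconclusive = inhibition over 29.93% but no dose response follow-up; inactive = inhibition at most 29.93% or unconfirmed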;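 note: 0% = low Mg2+ inducing control and 100% = high Mg2+ repressing control; strong numbers were not always called active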
NTR1 ag – agonists of NTR1, primary screen, imaging, U2OS cells, beta-arrestin-GFP, high content (AID 493036); activation, % at 20 µM; NTR1-U2OS beta-arrestin-GFP spot imaging, agonist mode; actives 0.17% (n = 330,000); P30989;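 active = activation at or above 40% of the spot to cytoplasm intensity ratio, with at least 20 cells analyzed; inconclusive = wells under 20 cells, flagged as cytotoxic or low count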;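 note: 0% = DMSO without peptide and 100% = 100 nM NTR1 peptide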
Target sequence (P30989 whole entry, looked up): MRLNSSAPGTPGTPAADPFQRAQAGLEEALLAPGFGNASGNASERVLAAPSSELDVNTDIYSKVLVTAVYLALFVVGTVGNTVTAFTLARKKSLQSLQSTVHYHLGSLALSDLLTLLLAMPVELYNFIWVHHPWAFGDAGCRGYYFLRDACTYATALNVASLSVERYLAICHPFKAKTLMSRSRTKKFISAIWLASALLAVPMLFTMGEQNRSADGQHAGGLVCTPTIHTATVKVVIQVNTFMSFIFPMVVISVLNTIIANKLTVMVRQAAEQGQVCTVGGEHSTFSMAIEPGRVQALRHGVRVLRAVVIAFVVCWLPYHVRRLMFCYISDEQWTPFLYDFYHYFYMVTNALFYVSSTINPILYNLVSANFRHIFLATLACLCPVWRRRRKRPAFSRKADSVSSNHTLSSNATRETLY
Myeloid diff 2 – promotes myeloid progenitor differentiation; actives 1% (n = 360,000); AID 624256; ER-HoxA9 myeloid progenitors, lysozyme-GFP differentiation, flow cytometry; calls only at 10 µM;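 active = normalized GFP-positive differentiation at or above the plate's own cutoff, the solvent-only control mean plus 3 SD; inconclusive = no clear call, values can overlap the other calls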;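 note: cells exposed to compound for four days before flow analysis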
GPR55 antagonists – inhibition of LPI-stimulated GPR55 beta-arrestin translocation – imaging, U2OS, beta-arrestin-GFP, LPI agonist, primary screen (AID 2013); actives 0.13% (n = 290,000); one-dose inhibition, % at 10 µM; IC50 in µM for titrated hits; U2OS GPR55 beta-arrestin-GFP translocation imaging, LPI antagonism; higher % means a stronger effect;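 active = spots per cell inhibited over 60%, with over 100 cells counted and total cytoplasm intensity under 500,000; inconclusive = wells with under 100 cells, flagged as likely toxic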;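 note: U2OS cells stably carrying GPR55 and arrestin-GFP stimulated by 5 µM LPI near EC80; imaged beta-arrestin-GFP aggregate spots per cell after agonist stimulation; plate controls were LPI-stimulated DMSO wells for no effect and DMSO wells without LPI for full effect; some results filed as inactive read as strong as hits; confirmed hits need IC50 under 10 µM and bright autofluorescent wells are also inconclusive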
LYP phosphatase – PTPN22 lymphoid phosphatase activity blockers – biochemical, fluorescence intensity, uHTS (AID 1779); recombinant LYP phosphatase, fluorescence intensity; higher % means a stronger effect; inhibition, % at 11.5 µM, or IC50 in µM where a hit was titrated; actives 0.054% (n = 290,000); in the data active = inhibition above about 50%;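 note: plate controls were vehicle with enzyme for no effect and no enzyme for full effect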
NTR1 ag cell count 20 µM – recorded beside NTR1 ag, whose call it bears; cell count; measured here: cell count, cytotoxicity flag
Myeloid diff 2 GFP+ MAC1+ % – second read-out of Myeloid diff 2, no call of its own (marks repeat the call); GFP+ MAC1+ double positive, %; measured here: differentiation confirmed by MAC1 staining
* marks the source's active call; other numbers are inactive results.

Cn1cc(CN2CCCC(C(=O)c3nccn3C)C2)c(-c2cccc(Cl)c2)n1 (configuration not stated) was read as Rac1 GTP hydrolysis 0.5%, HIV peptide binding -1.4%, Siah-1 displacement 9.3%, GPR35 antagonists -7.7%, PhoP inhibition -3.9%, NTR1 ag 0.5, Myeloid diff 2 inactive, GPR55 antagonists 5.6%, LYP phosphatase -5.9%, NTR1 ag cell count 20 µM 41 and Myeloid diff 2 GFP+ MAC1+ % 0.1.
For O=C(CNC(=O)c1ccco1)OCc1c(F)cccc1Cl the results were Rac1 GTP hydrolysis 2.6%, HIV peptide binding 3.9%, Siah-1 displacement 1.8%, GPR35 antagonists 5.9%, PhoP inhibition 9.6%, NTR1 ag -1.4, Myeloid diff 2 inactive, LYP phosphatase -7.8%, NTR1 ag cell count 20 µM 102 and Myeloid diff 2 GFP+ MAC1+ % 2.7.
`COc1cccc(/C=N/NC(=O)CCn2c3ccccc3c3ccccc32)c1` gave Rac1 GTP hydrolysis 8.8%, HIV peptide binding 3.3%, Siah-1 displacement 2.1%, GPR35 antagonists 4.4%, PhoP inhibition -3.4%, NTR1 ag 30.8, Myeloid diff 2 inactive, GPR55 antagonists 17.5%, LYP phosphatase 4.8%, NTR1 ag cell count 20 µM 81 and Myeloid diff 2 GFP+ MAC1+ % 0.2.
`COC(=O)c1c(NC(=O)CN2CCN(C(=O)c3ccco3)CC2)c2cc(C)ccc2n1C` gave Rac1 GTP hydrolysis 5.2%, HIV peptide binding -0.9%, Siah-1 displacement 2.8%, GPR35 antagonists -13.6%, PhoP inhibition -9.7%, NTR1 ag -0.2, Myeloid diff 2 inactive, GPR55 antagonists -4.5%, LYP phosphatase -6.3%, NTR1 ag cell count 20 µM 109 and Myeloid diff 2 GFP+ MAC1+ % 0.9.
For N#Cc1cc(-c2ccccc2)cnc1Cl the results were Rac1 GTP hydrolysis 6.4%, HIV peptide binding 1.1%, Siah-1 displacement -2.9%, GPR35 antagonists 9.6%, PhoP inhibition 16.1%, NTR1 ag -0.2, Myeloid diff 2 inactive, GPR55 antagonists -13.5%, LYP phosphatase -7.8%, NTR1 ag cell count 20 µM 95 and Myeloid diff 2 GFP+ MAC1+ % 0.6.
CC1CCN(c2ccc(C(=O)NCc3ccc4c(c3)OCO4)cc2[N+](=O)[O-])CC1 was read as Rac1 GTP hydrolysis 6.0%, HIV peptide binding -0.6%, Siah-1 displacement -0.5%, GPR35 antagonists 4.0%, PhoP inhibition 0.4%, NTR1 ag 1.0, Myeloid diff 2 inactive, GPR55 antagonists 2.2%, LYP phosphatase 8.3%, NTR1 ag cell count 20 µM 50 and Myeloid diff 2 GFP+ MAC1+ % 0.1.
For CN(CC(=O)NCc1ccc(F)cc1)S(=O)(=O)c1ccc2c(c1)n(C)c(=O)c(=O)n2C the results were Rac1 GTP hydrolysis 6.0%, HIV peptide binding -1.2%, Siah-1 displacement 9.8%, GPR35 antagonists 5.6%, PhoP inhibition -1.5%, NTR1 ag 0.1, Myeloid diff 2 inactive, GPR55 antagonists -5.8%, LYP phosphatase -5.9%, NTR1 ag cell count 20 µM 67 and Myeloid diff 2 GFP+ MAC1+ % 1.9.
`CN(CC(=O)Nc1cccc(F)c1)C(=O)CCCc1cccs1` gave Rac1 GTP hydrolysis 4.8%, HIV peptide binding -1.4%, Siah-1 displacement 5.7%, GPR35 antagonists -8.1%, PhoP inhibition -9.7%, NTR1 ag 2.7, Myeloid diff 2 inactive, GPR55 antagonists 0.6%, LYP phosphatase 3.4%, NTR1 ag cell count 20 µM 54 and Myeloid diff 2 GFP+ MAC1+ % 0.8.
Screening COC(=O)c1ccc(NC(=O)CSc2n[nH]c(-c3ccncc3)n2)cc1 returned Rac1 GTP hydrolysis 8.4%, HIV peptide binding 2.4%, Siah-1 displacement -0.8%, GPR35 antagonists -5.9%, PhoP inhibition -2.3%, NTR1 ag -0.7, Myeloid diff 2 inactive, GPR55 antagonists 0.5%, LYP phosphatase -3.0%, NTR1 ag cell count 20 µM 62 and Myeloid diff 2 GFP+ MAC1+ % 1.1.
For COc1ccc(/C=N\NC(=O)c2ccccc2Br)cc1COc1ccccc1 the results were Rac1 GTP hydrolysis 6.5%, HIV peptide binding 0.0%, Siah-1 displacement 3.5%, GPR35 antagonists 0.3%, PhoP inhibition 3.5%, NTR1 ag 4.6, Myeloid diff 2 inactive, GPR55 antagonists -0.5%, LYP phosphatase -5.2%, NTR1 ag cell count 20 µM 57 and Myeloid diff 2 GFP+ MAC1+ % 0.3.
For Cc1coc2c1c(C)cc1oc(=O)c(CC(=O)NCCCCCC(=O)O)c(C)c12 the results were Rac1 GTP hydrolysis 12.8%, HIV peptide binding 1.3%, Siah-1 displacement 7.0%, GPR35 antagonists -7.7%, PhoP inhibition -2.5%, NTR1 ag 2.9, Myeloid diff 2 inactive, GPR55 antagonists 9.0%, LYP phosphatase -8.4%, NTR1 ag cell count 20 µM 84 and Myeloid diff 2 GFP+ MAC1+ % 0.6.
CNC(=O)CN(c1cc(C)ccc1C)S(C)(=O)=O was read as Rac1 GTP hydrolysis 1.9%, HIV peptide binding -0.2%, Siah-1 displacement 0.1%, GPR35 antagonists 15.6%, PhoP inhibition -2.5%, NTR1 ag -2.5, Myeloid diff 2 inactive, GPR55 antagonists 1.6%, LYP phosphatase -3.1%, NTR1 ag cell count 20 µM 68 and Myeloid diff 2 GFP+ MAC1+ % 0.9.
O=C(O)c1ccc(-n2cncn2)c([N+](=O)[O-])c1 was read as Rac1 GTP hydrolysis 2.5%, HIV peptide binding -0.7%, Siah-1 displacement -0.2%, GPR35 antagonists 2.4%, PhoP inhibition -13.5%, NTR1 ag 0.2, Myeloid diff 2 inactive, GPR55 antagonists -17.6%, LYP phosphatase -8.6%, NTR1 ag cell count 20 µM 65 and Myeloid diff 2 GFP+ MAC1+ % 0.3.
Screening CC(C)(c1ccccc1)c1ccc(OCC(O)CN2CCCC2)cc1 (configuration not stated) returned Rac1 GTP hydrolysis 9.8%, HIV peptide binding -2.6%, Siah-1 displacement -3.1%, GPR35 antagonists 3.4%, PhoP inhibition 2.9%, NTR1 ag 0.3, Myeloid diff 2 inactive, GPR55 antagonists 31.2%, LYP phosphatase -12.0%, NTR1 ag cell count 20 µM 50 and Myeloid diff 2 GFP+ MAC1+ % 1.5.
Screening C/C(=N\NC(=O)c1ccc(O)cc1O)c1cccnc1 returned Rac1 GTP hydrolysis 7.5%, HIV peptide binding -3.2%, Siah-1 displacement -0.3%, GPR35 antagonists 0.5%, PhoP inhibition 5.7%, NTR1 ag 1.0, Myeloid diff 2 inactive, GPR55 antagonists 3.8%, LYP phosphatase -7.5%, NTR1 ag cell count 20 µM 73 and Myeloid diff 2 GFP+ MAC1+ % 2.5.
Cc1cccc(N2C(=O)CC(N3CCN(c4ccccn4)CC3)C2=O)c1 (configuration not stated) was read as Rac1 GTP hydrolysis 8.0%, HIV peptide binding 0.3%, Siah-1 displacement 0.8%, GPR35 antagonists 9.8%, PhoP inhibition -3.2%, NTR1 ag -0.8, Myeloid diff 2 inactive, GPR55 antagonists 11.7%, LYP phosphatase -9.0%, NTR1 ag cell count 20 µM 93 and Myeloid diff 2 GFP+ MAC1+ % 0.0.
Screening CCC(C(=O)NC1CCCCC1)n1c(SCc2cccc(F)c2)nc2ccncc21 (configuration not stated) returned Rac1 GTP hydrolysis 15.1%, HIV peptide binding 2.1%, Siah-1 displacement -1.3%, GPR35 antagonists -8.5%, PhoP inhibition 1.8%, NTR1 ag -2.2, Myeloid diff 2 inactive, GPR55 antagonists 16.3%, LYP phosphatase 2.9%, NTR1 ag cell count 20 µM 68 and Myeloid diff 2 GFP+ MAC1+ % 2.1.
`Fc1cc2nc(-c3ccncc3)[nH]c2cc1F` gave Rac1 GTP hydrolysis 17.5%, HIV peptide binding 3.1%, Siah-1 displacement 0.6%, GPR35 antagonists 9.8%, PhoP inhibition 23.4%, NTR1 ag -1.5, Myeloid diff 2 inactive, GPR55 antagonists 12.7%, LYP phosphatase -5.7%, NTR1 ag cell count 20 µM 43 and Myeloid diff 2 GFP+ MAC1+ % 0.6.
Screening COc1ccc2nc(C)cc(SCC(=O)Nc3c(C)cccc3C)c2c1 returned Rac1 GTP hydrolysis -0.1%, HIV peptide binding -2.2%, Siah-1 displacement 0.1%, GPR35 antagonists -0.8%, PhoP inhibition -12.9%, Myeloid diff 2 inactive, GPR55 antagonists 7.0%, LYP phosphatase -3.3% and Myeloid diff 2 GFP+ MAC1+ % 0.9.
Nc1nonc1C(=O)N/N=C/c1ccncc1 was read as Rac1 GTP hydrolysis -2.7%, HIV peptide binding 2.0%, Siah-1 displacement -3.6%, GPR35 antagonists 4.5%, PhoP inhibition -0.3%, NTR1 ag 1.1, Myeloid diff 2 inactive, GPR55 antagonists 7.7%, LYP phosphatase -8.8%, NTR1 ag cell count 20 µM 42 and Myeloid diff 2 GFP+ MAC1+ % 0.3.
For O=C(Nc1ccccc1Cl)c1ccc([N+](=O)[O-])o1 the results were Rac1 GTP hydrolysis 12.2%, HIV peptide binding -1.4%, Siah-1 displacement -1.2%, GPR35 antagonists -3.0%, PhoP inhibition 3.9%, NTR1 ag 2.6, GPR55 antagonists 2.6%, LYP phosphatase -10.8% and NTR1 ag cell count 20 µM 63.
Screening CC1CCN(C(=O)c2ccc3c(c2)NC(=O)/C(=C/c2ccccc2)S3)CC1 returned Rac1 GTP hydrolysis -7.3%, HIV peptide binding -1.5%, Siah-1 displacement 7.7%, GPR35 antagonists -22.2%, PhoP inhibition -5.1%, NTR1 ag 9.6, Myeloid diff 2 inconclusive, GPR55 antagonists 14.4%, LYP phosphatase -2.7% and NTR1 ag cell count 20 µM 54.
C/C(=C\[C@@H](NP(=O)(c1ccccc1)c1ccccc1)c1ccccc1)CO[Si](c1ccccc1)(c1ccccc1)C(C)(C)C was read as Rac1 GTP hydrolysis 7.1%, PhoP inhibition -0.3%, NTR1 ag 3.4, Myeloid diff 2 inactive, NTR1 ag cell count 20 µM 77 and Myeloid diff 2 GFP+ MAC1+ % 1.8.

Compound activity (PubChem)
